CHRM1 antagonist: blocks human M1 muscarinic receptor; hit rate 1.3% among 360,000; inhibition, % at 3 µM; AID 588852; P11229; CHO-K1 hM1, Fluo-8 calcium fluorescence, ACh EC80 antagonist;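 active means percent inhibition above its own plate's cutoff, namely the mean of that plate's compound wells plus 3 SD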;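 further: peak over basal fluorescence ratio during 140 s after agonist addition; 0% = ACh EC80 plus DMSO and 100% = DMSO alone without agonist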
Target sequence (P11229 whole entry, looked up): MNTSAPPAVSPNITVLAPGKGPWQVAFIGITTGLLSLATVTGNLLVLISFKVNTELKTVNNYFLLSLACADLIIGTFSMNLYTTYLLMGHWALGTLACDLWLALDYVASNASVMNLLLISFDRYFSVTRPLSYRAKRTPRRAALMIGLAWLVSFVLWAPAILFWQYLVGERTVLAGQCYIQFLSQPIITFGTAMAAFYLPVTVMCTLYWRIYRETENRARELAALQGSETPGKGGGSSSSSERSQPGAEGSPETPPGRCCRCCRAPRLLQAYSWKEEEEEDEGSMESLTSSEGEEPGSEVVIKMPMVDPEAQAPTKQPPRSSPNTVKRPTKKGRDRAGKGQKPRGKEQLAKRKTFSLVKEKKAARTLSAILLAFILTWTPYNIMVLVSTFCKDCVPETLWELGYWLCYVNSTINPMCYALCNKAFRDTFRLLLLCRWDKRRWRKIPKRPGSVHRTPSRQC
TAAR1 antagonist: human TAAR1 antagonism. hit rate 1.5% among 360,000. inhibition, % at 3 µM. CHO RD-HGA16 TAAR1, Fluo-8 calcium fluorescence, antagonist. Q96RJ0;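 active means inhibition above a per-plate cutoff, the mean inhibition of test compounds on that plate plus 3 SD, cut at about 49% in these data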;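 further: 0% = DMSO plus EC80 beta-PEA response and 100% = DMSO alone without agonist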
Target sequence (Q96RJ0 whole entry, looked up): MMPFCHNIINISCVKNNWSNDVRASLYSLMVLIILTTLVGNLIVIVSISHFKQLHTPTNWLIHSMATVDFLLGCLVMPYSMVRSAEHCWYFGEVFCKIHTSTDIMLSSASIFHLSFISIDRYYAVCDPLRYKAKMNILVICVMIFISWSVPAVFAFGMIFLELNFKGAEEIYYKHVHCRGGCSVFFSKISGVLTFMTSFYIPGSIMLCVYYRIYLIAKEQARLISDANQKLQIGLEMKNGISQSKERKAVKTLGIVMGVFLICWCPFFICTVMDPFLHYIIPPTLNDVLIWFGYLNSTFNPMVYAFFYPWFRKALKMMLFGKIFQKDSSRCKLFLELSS
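Test system – hTAAR1-expressing CHO RD-HGA16 cells, Gα16-coupled · Also added – β-PEA at EC80 concentration, post-compound challenge · Compound – 3 µM, single point · Incubation – dye loading 75 min at 37 °C, then 30 min room temperature · Measured by – Fluo-8 intracellular calcium dye fluorescence, real-time kinetic reads · Benchmarks – vehicle and agonist controls · Replicates – singlicate, one well per test compound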
CHO-K1 Ca antag: M1 antagonist counterscreen hit in parental CHO-K1 cells | inhibition, % at 3 µM | ATP-induced calcium, Fluo-8 fluorescence | hit rate 0.6% among 360,000 | AID 602250;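 active means inhibition above a per-plate cutoff, the plate's mean sample inhibition plus 3 SD, cut at about 24% in these data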;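 further: 0% = DMSO plus EC80 ATP and 100% = DMSO alone without ATP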
TAAR1 agonist: human TAAR1 agonism; Q96RJ0; CHO RD-HGA16 TAAR1, Fluo-8 calcium fluorescence; vehicle wells 0%, saturating PEA agonist 100%; activation, % at 3 µM; hit rate 0.99% among 360,000; AID 624467;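 active means activation above the mean activation of all test compounds in the run plus 3 SD, cut at about 38% in these data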
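Assay system: CHO-derived RD-HGA16 cells with stable Gα16 and human TAAR1; timing: 17-24 h seeding, 75 min 37 °C dye, 30 min RT; read-out: % activation from peak over basal fluorescence ratio, DMSO-to-PEA scaled; measured by: kinetic Fluo-8 calcium fluorescence; benchmarks: low control DMSO, high control PEA (EC100); doses: 3 µM single concentration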
M1 PAM: human CHRM1 positive allosteric modulation; CHO-K1 hM1, Fluo-8 calcium fluorescence, ACh EC20; 0% = ACh EC20, 100% = maximal ACh; activation, % at 3 µM; hit rate 0.088% among 360,000; P11229; in the data active means activation above about 19%, passing the limit was not always enough
M1 ag parental: nonselective activator or artifact in parental CHO-K1 cells | activation, % at 3 µM | hit rate 0.48% among 360,000 | Fluo-8 calcium fluorescence; scaled to maximal ATP response, vehicle zero; in the data active means activation above about 15%;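 further: untransfected CHO-K1 host cells lacking M1 receptor as counterscreen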
CHO parental Ca: signal in parental CHO cells, OX1R antagonist counter-screen | parental CHO-K1, ATP-induced calcium, Fluo-8 fluorescence | inhibition, % at 5.6 µM | hit rate 0.63% among 330,000;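 active means inhibition above that plate's mean sample inhibition plus 3 SD, cut at about 26% in these data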;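 further: 0% = ATP-challenged DMSO wells and 100% = DMSO wells without ATP; some compounds past the cut are filed as inactive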
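Measured by: calcium-sensitive Fluo-8 fluorescence / Test system: CHO parental line / Controls: ATP-challenged DMSO wells low, unchallenged DMSO wells high / Measure: % inhibition / Compound: single nominal dose of 5.6 µM per compound / Replicates: single well per compound, no replicates / Reagent: ATP as calcium-mobilizing challenge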
CHO-K1 Ca PAM: nonselective activator or artifact in parental CHO-K1 calcium assay; AID 602247; ATP EC20, Fluo-8 calcium fluorescence; 0% at ATP EC20, 100% at ATP max; activation, % at 3 µM; hit rate 0.02% among 360,000;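 active means activation above the run cutoff, the mean activation of all test compounds plus 3 SD, cut at about 40% in these data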;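 further: peak over basal fluorescence ratio in a 140 s read after ATP addition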
CHRM1 agonist: activates human CHRM1 receptor. CHO-K1 hM1, Fluo-8 calcium fluorescence, agonist mode; 0% DMSO, 100% acetylcholine EC100. AID 588814. activation, % at 3 µM. P11229. hit rate 0.33% among 360,000;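 active means activation above the run's mean compound activation plus 3 SD, cut at about 16% in these data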;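 further: peak over basal fluorescence ratio within a 140 s kinetic read after compound addition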
The depositor's hits bear a star; . = not tested or not shown.

SMILES | CHRM1 antagonist | TAAR1 antagonist | CHO-K1 Ca antag | TAAR1 agonist | M1 PAM | M1 ag parental | CHO parental Ca | CHO-K1 Ca PAM | CHRM1 agonist
O=C(NNC(=S)Nc1ccc(Cl)c(Cl)c1)c1cccc([N+](=O)[O-])c1 | -16.9 | 6.8 | 3.4 | 1.0 | 9.7 | 0.3 | -3.1 | 3.6 | -0.7
Cc1c(NC(=O)CN2CCN(C(=O)c3ccco3)CC2)c(=O)n(-c2ccccc2)n1C | -6.2 | 10.3 | -19.5 | 2.2 | 2.9 | 0.3 | -12.5 | 12.4 | -4.0
COC(=O)CNC(=O)CN1C(=O)NC2(CCCc3ccccc32)C1=O (stereo not given) | -0.6 | -0.1 | -11.6 | 0.5 | 2.4 | 1.6 | -4.7 | -0.7 | -3.4
COC(=O)CSc1nc(C2CC2)nc2ccccc12 | -5.5 | -12.0 | 3.2 | 13.2 | 0.4 | 0.2 | -12.2 | -7.3 | -3.6
COc1ccc(C(=O)/C=C/c2ccc(N(C)C)cc2)c(OC)c1 | 53.0* | 51.5* | 45.0* | 72.9* | -19.9 | 82.2* | 59.0* | -24.6 | 69.2*
COc1cccc(C(C)(O)c2nc(-c3ccc(F)c(Cl)c3)cs2)c1 (stereo not given) | -0.3 | -0.4 | -2.0 | 1.7 | -3.4 | 2.6 | . | -3.1 | 1.4
COC(=O)CC1SC(=O)NC1=Nc1ccccc1 (stereo not given) | -6.5 | 3.6 | -1.5 | 11.6 | 7.5 | 0.1 | 12.6 | 8.0 | -3.1
COc1cc(OC)c(NS(=O)(=O)c2c(C(=O)N3CCCCC3)c(C)n(C)c2C)cc1Cl | -7.0 | -18.5 | -3.0 | 4.0 | 15.0 | 0.3 | 13.4 | 8.8 | -2.0
Cc1ccc(S(=O)(=O)NC(=O)NCc2ccccc2)cc1 | 11.3 | -6.7 | 28.2* | 6.0 | -5.6 | -0.3 | -2.5 | -8.5 | -2.5
N#C/C(=C\c1ccncc1)C(=O)Nc1ccc(C(=O)O)cc1 | 1.7 | -12.1 | 12.6 | 5.6 | 11.6 | -0.4 | 3.0 | -11.0 | 1.9
CCCCC(=O)N(C)c1c(CC)nc2c(OCC3CCCCC3)cccn12 | -8.2 | -61.9 | -2.8 | -2.5 | -8.2 | -0.7 | . | -4.5 | -9.6
COc1ccc(/C(C)=N/Nc2ncc(Cl)cc2Cl)c(O)c1 | -11.7 | 20.2 | 1.1 | -1.6 | -8.9 | -0.5 | -1.0 | 7.3 | -9.5
CCOC(=O)c1nn(C23CC4CC(CC(C4)C2)C3)c2c1C(=O)N(c1ccc(C)cc1)C2=O | -11.4 | -24.7 | 7.1 | -1.9 | 12.5 | 0.1 | -11.8 | -3.6 | -2.6
CN(CC(=O)N1CCCCCC1)S(=O)(=O)c1ccccc1 | -8.6 | -9.1 | 2.1 | 1.3 | 3.7 | 0.6 | -5.6 | -3.5 | -8.9
COc1ccc(CCNC(=O)C2CCN(S(=O)(=O)c3ccc(OC)c(OC)c3)CC2)cc1OC | -6.7 | -17.3 | -9.9 | 8.7 | 5.7 | 3.5 | -4.7 | 22.3 | -5.1
Cc1ccc(NC(=O)CN2CCC(C(=O)c3ccc4c(c3)OCCO4)CC2)cc1 | 7.8 | -15.3 | -6.2 | 4.5 | 0.5 | 1.1 | 1.9 | -3.9 | -0.4
Cc1ccn2cc(CNC(=O)c3cccs3)nc2c1 | -4.1 | -6.9 | -7.1 | 0.5 | -3.4 | 0.3 | -6.8 | 4.8 | -9.9
COc1ccc2c(=O)cc(-c3cccnc3)oc2c1OC | -14.1 | -8.0 | -15.7 | 0.5 | 5.7 | 0.7 | -3.0 | -3.0 | -1.2
O=C(c1ccco1)N1CCN(S(=O)(=O)c2cccc(C(F)(F)F)c2)CC1 | 10.0 | 7.8 | -4.6 | 4.9 | 0.7 | 0.2 | 6.3 | 13.9 | -2.9
CCOc1cccc(OCCCOc2cccc3cccnc23)c1 | 8.5 | -11.0 | 9.6 | 7.7 | -7.5 | 1.5 | -30.5 | 1.9 | -4.9
COc1ccccc1-n1nnnc1SC(C)C(=O)NC1CCCC1 (stereo not given) | -6.2 | 5.3 | 9.0 | -0.5 | 6.3 | 0.8 | -7.9 | -11.4 | -2.4
COC(=O)C1=C(C(=O)OC)SC2(S1)C(C(=O)OC)=C(C(=O)OC)SC1=C2c2cc(C)ccc2NC1(C)C | -9.8 | 12.9 | 10.2 | 12.0 | 1.6 | -0.4 | -8.9 | -2.0 | -3.2
Cc1ccc(OCC(=O)NNC(=S)NC(=O)C2CCCCC2)c(C)c1 | 2.2 | . | -8.3 | . | -1.3 | 5.6 | -10.0 | -13.7 | 20.2*
Cc1ccc([C@H]2N[C@]3(CCCN(Cc4ccc(C(F)(F)F)cc4)C3=O)[C@H]3C(=O)N(Cc4ccccc4)C(=O)[C@@H]23)cc1 | -9.8 | 7.3 | -2.6 | -1.1 | -0.4 | 0.3 | . | -0.7 | -3.3
Cc1cccc(OCC(=O)Nc2cccc(C(=O)Nc3ccccc3C(=O)O)c2)c1 | -2.9 | 12.0 | -4.2 | -1.5 | 10.9 | -0.4 | 1.7 | 10.6 | 3.2
O=C(O)c1cccc(N/N=C/c2cccs2)c1 | -1.1 | 2.2 | -8.3 | 0.1 | 9.2 | -0.2 | -2.6 | 26.4 | -7.6
O=C(N/N=C/C1CC2CCC1C2)C1CC1 (stereo not given) | 1.7 | 5.5 | -7.7 | 0.1 | -0.2 | 0.3 | -2.2 | 5.6 | -4.0
CCn1c(C)c(C(C)=O)c(N2CCN(c3cccc(Cl)c3)CC2)nc1=S | 6.5 | 3.5 | -3.6 | 13.8 | -3.7 | 1.1 | -21.9 | 6.7 | -5.9

Arranged by number of heavy atoms (descending): some entries from above
SMILES | CHRM1 antagonist | TAAR1 antagonist | CHO-K1 Ca antag | TAAR1 agonist | M1 PAM | M1 ag parental | CHO parental Ca | CHO-K1 Ca PAM | CHRM1 agonist
Cc1ccc([C@H]2N[C@]3(CCCN(Cc4ccc(C(F)(F)F)cc4)C3=O)[C@H]3C(=O)N(Cc4ccccc4)C(=O)[C@@H]23)cc1 | -9.8 | 7.3 | -2.6 | -1.1 | -0.4 | 0.3 | . | -0.7 | -3.3
COC(=O)C1=C(C(=O)OC)SC2(S1)C(C(=O)OC)=C(C(=O)OC)SC1=C2c2cc(C)ccc2NC1(C)C | -9.8 | 12.9 | 10.2 | 12.0 | 1.6 | -0.4 | -8.9 | -2.0 | -3.2
Cc1cccc(OCC(=O)Nc2cccc(C(=O)Nc3ccccc3C(=O)O)c2)c1 | -2.9 | 12.0 | -4.2 | -1.5 | 10.9 | -0.4 | 1.7 | 10.6 | 3.2
Cc1ccc(NC(=O)CN2CCC(C(=O)c3ccc4c(c3)OCCO4)CC2)cc1 | 7.8 | -15.3 | -6.2 | 4.5 | 0.5 | 1.1 | 1.9 | -3.9 | -0.4
O=C(c1ccco1)N1CCN(S(=O)(=O)c2cccc(C(F)(F)F)c2)CC1 | 10.0 | 7.8 | -4.6 | 4.9 | 0.7 | 0.2 | 6.3 | 13.9 | -2.9
Cc1ccc(OCC(=O)NNC(=S)NC(=O)C2CCCCC2)c(C)c1 | 2.2 | . | -8.3 | . | -1.3 | 5.6 | -10.0 | -13.7 | 20.2*
COc1ccccc1-n1nnnc1SC(C)C(=O)NC1CCCC1 (stereo not given) | -6.2 | 5.3 | 9.0 | -0.5 | 6.3 | 0.8 | -7.9 | -11.4 | -2.4
Cc1ccn2cc(CNC(=O)c3cccs3)nc2c1 | -4.1 | -6.9 | -7.1 | 0.5 | -3.4 | 0.3 | -6.8 | 4.8 | -9.9
O=C(O)c1cccc(N/N=C/c2cccs2)c1 | -1.1 | 2.2 | -8.3 | 0.1 | 9.2 | -0.2 | -2.6 | 26.4 | -7.6
O=C(N/N=C/C1CC2CCC1C2)C1CC1 (stereo not given) | 1.7 | 5.5 | -7.7 | 0.1 | -0.2 | 0.3 | -2.2 | 5.6 | -4.0

Source: PubChem

Rows are unselected. About 4.4% of those tested had a hit in this group.
